Screening data from PubChem BioAssay.
DUSP3 inh: blocks the human dual specificity phosphatase VHR1 | AID 1992 | actives 0.7% (n = 50,000) | recombinant VHR phosphatase, colorimetric substrate read-out | inhibition, % at 20 µM; in the data active = inhibition above about 60%; also: some results filed as inactive read as strong as hits
Target sequence (P51452 whole entry, looked up): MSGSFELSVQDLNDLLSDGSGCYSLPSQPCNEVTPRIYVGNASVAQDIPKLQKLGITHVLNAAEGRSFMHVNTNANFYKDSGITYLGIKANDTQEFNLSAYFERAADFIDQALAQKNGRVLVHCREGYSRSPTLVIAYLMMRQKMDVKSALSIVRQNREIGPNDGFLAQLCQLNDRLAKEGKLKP
The depositor's hits bear a star.

Preview:
SMILES | DUSP3 inh
Cc1ccc2oc(-c3ccc(NC(=O)c4ccc(Br)o4)cc3)nc2c1 | 1.3
Cc1ccc(C(=O)Nc2ccc(N3CCOCC3)cc2)cc1C | -17.1

Results (from the top)
SMILES | DUSP3 inh
Cc1ccc2oc(-c3ccc(NC(=O)c4ccc(Br)o4)cc3)nc2c1 | 1.3
Cc1ccc(C(=O)Nc2ccc(N3CCOCC3)cc2)cc1C | -17.1
Cc1cc2ncn(C(=O)c3c(-c4c(Cl)cccc4Cl)noc3C)c2cc1C | 3.2
COC(=O)C1=CN(Cc2ccc(C)cc2)C=C(C(=O)OC)C1c1cc(OC)c(OC)c(OC)c1 | -3.2
COc1ccc(N(CC(=O)NC(C)(C)C)S(=O)(=O)c2ccccc2[N+](=O)[O-])c(OC)c1 | -26.0
COc1ccccc1C(=O)Nc1nc2ccc(S(C)(=O)=O)cc2s1 | 3.9
C=CCc1ccccc1OCCOc1ccccc1/C=C1/SC(=S)N(C)C1=O | -39.5
COc1ccc(NCN2C(=O)C3C4C=CC(C4)C3C2=O)cc1 (centres undefined) | 5.7
Cc1cc(-c2ccc(NC(=O)c3cccs3)c(C)c2)ccc1NC(=O)c1cccs1 | -2.5
CCN(CC)c1ccc(C=NN2CCN(Cc3ccccc3)CC2)cc1 | 2.7
NS(=O)(=O)c1ccc(-c2ccc(/C=C3/SC(=S)N(CC(=O)O)C3=O)o2)cc1 | 55.5
COc1cccc(C(=O)Nc2cccc(Cl)c2C)c1 | -10.9
O=C(N/C(=C/c1cccs1)C(=O)N1CCOCC1)c1ccccc1 | 0.5
C=CCc1ccccc1OCCOc1ccc(/C=C2/SC(=S)N(C)C2=O)cc1 | -34.1
CCOc1ccc(S(=O)(=O)n2cnc3cc([N+](=O)[O-])ccc32)c2ccccc12 | -7.3
COc1cc(C=NN2CCN(Cc3ccc(C)cc3C)CC2)cc(OC)c1OC | -10.6
CN1C(=O)CC(N2CCN(C/C=C/c3ccccc3)CC2)C1=O (centres undefined) | -10.2
COc1ccc(C2CC(=O)C3=C(C2)Nc2ccccc2NC3c2ccc(C)o2)cc1 (centres undefined) | 94.2*
CC(C)Oc1ccccc1C1Nc2ccccc2NC2=C1C(=O)CC(c1ccc(Cl)cc1)C2 (centres undefined) | -4.0
Cc1ccc(C(=O)Nc2ccc(Nc3ccccc3)cc2)cc1[N+](=O)[O-] | -7.3
COc1cccc(NC(=O)c2cc(-c3ccc(OC)c(OC)c3)nc3ccccc23)c1 | 8.1
O=C1CC(c2ccccc2)CC2=C1C(c1ccc(OC(F)(F)F)cc1)Nc1ccccc1N2 (centres undefined) | -9.7
COc1ccc(C(=O)NCC2CCCO2)c(OC)c1 (centres undefined) | -37.4
C=C(C)CN1CCN(c2c(Cc3ccccc3)c(C)c(C#N)c3nc4ccccc4n23)CC1 | 10.0
Cc1ccc(-c2csc(N/N=C/c3cc(Br)ccc3O)n2)cc1 | -7.1
COc1ccccc1-c1c(C(F)(F)F)oc2c(CN3CC(C)OC(C)C3)c(O)ccc2c1=O (centres undefined) | -10.9
O=C(Nc1cc2c(s1)CCCC2)c1ccccc1 | -1.0
COC(=O)CCC(=O)c1ccc(C(C)(C)c2ccc(C(=O)CCC(=O)OC)s2)s1 | -7.5
COc1ccc2c(c1)CC/C2=N/OC(=O)c1ccc(OC)c([N+](=O)[O-])c1 | 12.1
C=C(C)C1CCC(C)=C1CC(C)(C)/C=N\n1cnnc1 (centres undefined) | -22.0
C#CCOc1c(Br)cc(C2C(C(=O)OC)=C(C)NC3=C2C(=O)c2ccccc23)cc1OC (centres undefined) | -6.0
COc1cc2ccccc2cc1C(=O)Nc1cccc(S(N)(=O)=O)c1 | 8.6
CCOc1cc(C(=O)Nc2ccc(Br)cn2)cc(OCC)c1OCC | -2.0
COc1ccc(CC(=O)Nc2nc(-c3ccc4ccccc4c3)cs2)cc1 | -21.7
O=C(NCc1ccncc1)C1CCCC1 | -6.9
COc1ccc(Cc2nnc(N)s2)cc1 | 3.4
O=[N+]([O-])c1cc([N+](=O)[O-])c(Nc2ccccn2)nc1Nc1ccccn1 | 1.4
O=c1[nH]nc(SCc2c(F)cccc2Cl)c(=O)[nH]1 | -15.8
COc1ccc(OC)c(NC(=O)c2ccc(-c3ccc(C)c(Cl)c3)o2)c1 | -9.0
Cc1cc(NS(=O)(=O)c2ccc(Nc3nc(-c4cccs4)cs3)cc2)no1 | 34.0
Cc1cn(S(=O)(=O)c2cc(Cl)ccc2Cl)cn1 | 5.4
CC1(C)Cc2c(sc(NC(=O)COc3ccccc3)c2C#N)CS1 | 17.6
CN1C(=O)/C(=C/c2ccccc2F)SC1=S | -13.6
COc1cccc(NC(=O)c2c(-c3ccccc3Cl)noc2C)c1 | -7.7
C=CCn1c(O)c(N=NC(=O)c2ccc3ccccc3n2)c2ccccc21 | -43.3
Cc1cc(C)c2oc(-c3cccc(NC(=O)c4cccc5ccccc45)c3)nc2c1 | -3.5
O=C(/C=C/c1ccc(Cl)cc1Cl)NCc1ccncc1 | 13.9
Cc1cc(=O)oc2cc(OCC(=O)c3ccc(Cl)cc3)ccc12 | -9.2
N#C/C(=C\c1cccc(O)c1)C(=O)NCC1CCCO1 (centres undefined) | 19.8
COc1cc(C2N(c3ccccc3)CCN2c2ccccc2)ccc1OC(C)=O | 9.9
COc1ccc(Br)cc1/C=N/OC(C)=O | -32.0
Cc1cc(NC(=O)c2ccc(-c3ccc([N+](=O)[O-])cc3C)o2)ccc1NC(=O)c1ccco1 | -1.5
Cc1ccc(-c2nc3ncccc3o2)cc1NC(=O)c1ccco1 | -13.0
O=C(CCc1ccccc1)Nc1c[nH]c(=O)[nH]c1=O | -8.4
Nc1nnnn1CC(=O)OCC(=O)c1ccccc1 | 1.8
Cc1ccc(N(CC(=O)NCCSc2ccc(Cl)cc2)S(C)(=O)=O)cc1 | -3.6
COc1ccccc1N1CCN(C2CC(=O)N(c3cc(Cl)cc(Cl)c3)C2=O)CC1 (centres undefined) | -24.5
O=C(Nc1nc(-c2ccc(Cl)c(Cl)c2)cs1)c1ccc(S(=O)(=O)N2CCOCC2)cc1 | -30.5
O=C(N/N=C/c1ccc(F)cc1)C(=O)Nc1cccc(Cl)c1 | -2.1
Cc1oc(-c2ccccc2)cc1C(=O)Nc1ccc(N(C)C)cc1 | 16.7
Later entries:
SMILES | DUSP3 inh
Cc1nn(-c2ccccc2)c(C)c1/C=N/O | 4.3
COc1ccc(NC(=O)CSc2ccccn2)cc1 | 5.6
Cc1nnc(SCC(=O)n2c3c(c4ccccc42)CCCC3)s1 | 6.5
O=C(Nc1nc(-c2ccccc2)c(-c2ccccc2)s1)c1ccccc1F | 12.0
CCOC(=O)c1ccc(NC2C=CS(=O)(=O)C2)cc1 (centres undefined) | -4.4
COc1ccc(N(CC(=O)NCC2CCCO2)S(=O)(=O)c2ccccc2)cc1 (centres undefined) | 9.8
O=[N+]([O-])c1cccc(NN=C2CCCC2)c1 | -9.8
N#CC1=C(N)SC(N)=C(C#N)C1c1cccc(Cl)c1 | 9.4
COc1ccc(CN2CCN(C3CCCC(C)C3)CC2)c(OC)c1OC (centres undefined) | 7.3
Clc1ccccc1Cc1noc(-c2ccccc2Cl)n1 | -10.8
Cn1c2c(c(=O)n(C)c1=O)C(c1ccc(OCc3ccccc3)cc1)C1=C(N2)c2ccccc2C1=O (centres undefined) | -8.8
O=S(=O)(Nc1ccc2c(c1)OCO2)c1cc(Cl)ccc1Cl | -6.8

Quoted from the listing (two entries):
SMILES | DUSP3 inh
Cc1nn(-c2ccccc2)c(C)c1/C=N/O | 4.3
COc1ccc(NC(=O)CSc2ccccn2)cc1 | 5.6

Additional records follow:
SMILES | DUSP3 inh
COc1cc(/C=N/NC(=O)c2cccnc2)ccc1OS(=O)(=O)c1ccc(F)cc1 | 2.3
COc1ccc2c(c1)OCC/C2=N\OC(=O)c1ccc(Oc2ccccc2)cc1 | -5.3
Cc1ccc(S(=O)(=O)N2CCN(/C(N)=N/[N+](=O)[O-])CC2)cc1 | -34.3
O=c1/c(=C/c2ccc(-c3ccc([N+](=O)[O-])cc3Cl)o2)sc2nc3cc(Br)cnc3n12 | -26.7
Cn1cnc2cc(Nc3nnc(-c4ccccc4)c4ccccc34)ccc21 | -6.1
O=C1OC(Oc2ccc(Cl)cc2Cl)(c2ccccc2)c2ccccc21 (centres undefined) | 1.0
CCOc1ccc(-c2nc(Cc3ccc(OC)cc3)no2)cc1 | 3.5
Cc1ccc2[nH]c(C(=O)N/N=C/c3cccs3)c(-c3ccccc3)c2c1 | -4.8
O=C(/C(=C(\O)c1ccccc1)c1nc2ccccc2[nH]1)c1ccc([N+](=O)[O-])cc1 | -16.0
O=[N+]([O-])c1ccc(Cl)c(C2N(c3ccccc3)CCN2c2ccccc2)c1 | -14.7
COc1ccc(Cl)cc1C(=O)Nc1ccc(OC(F)(F)F)cc1 | 17.4
O=c1[nH]c(SCc2ccccc2)nnc1-c1ccccc1 | 3.4
O=C1N/C(=N\Nc2ccc([N+](=O)[O-])cc2)S/C1=C/c1ccccc1 | 5.5
Cc1ccc(S(=O)(=O)Nc2cccc3ccc[n+](C)c23)cc1 | -18.1
COc1ccc(/C=C2/SC(=O)N(CNc3ccc(I)cc3)C2=O)cc1 | -50.9
CCN(C(=O)c1ccccc1[N+](=O)[O-])c1ccccc1 | -8.7
C/C(=N\NC(=O)CSc1nc2ccccc2n1Cc1ccccc1)c1ccco1 | -1.5
Cc1cc(C)n(-c2cc(Nc3ccccc3)nc(-c3ccccc3)n2)n1 | 3.6
O=P(OCCN1CCOCC1)(c1ccccc1)c1ccccc1 | -12.2
COc1ccc(CC(=O)Nc2cccc(-c3nc4ncccc4o3)c2)cc1OC | -0.8
Cc1ccccc1C(=O)NN1C(=O)CSC1=S | 4.2
CNC(=S)NCCc1ccc(OC)c(OC)c1 | 3.0
COc1cc(CN2CCN(S(C)(=O)=O)CC2)cc(OC)c1OC | 29.6
Cc1cccc(C(C)C)c1NC(=O)C1COc2ccccc2O1 (centres undefined) | 0.7
Cc1onc(-c2c(F)cccc2Cl)c1C(=O)N(C)C1CCS(=O)(=O)C1 (centres undefined) | 10.9
COc1ccc(N(CC(=O)Nc2ccc(C)cc2C)S(=O)(=O)c2ccc(C)cc2)c(OC)c1 | -10.9
O=C(CSc1nc2ccc(Br)cc2c(=O)n1-c1ccccc1)NCCOc1ccccc1 | -4.8
COc1ccc(Cl)cc1NC(=O)CCN1C(=O)c2ccccc2C1=O | 1.1
NC(=O)c1ccccc1N=Cc1cc(Cl)cc(Cl)c1O | -28.1
CC(Cc1ccccc1)N=C(N)/C(C#N)=C\c1[nH]c2ccccc2c1O (centres undefined) | 20.6
O=C1NC(=Nc2cccc(O)c2)S/C1=C/C(Cl)=C/c1ccc([N+](=O)[O-])cc1 | -15.0
O=C(NCC1CCCO1)c1ccc(C(=O)NCC2CCCO2)nc1 (centres undefined) | -10.4
CC(C)OC(=O)c1ccc(NC(=O)C(C(C)C)N2C(=O)c3ccccc3C2=O)cc1 (centres undefined) | -13.0
CCN(CC)c1ccc(NC(=S)Nc2ccccc2)cc1 | -5.7
Cc1ccc(S(=O)(=O)N2CCN(C(=O)COc3ccccc3)CC2)cc1 | 8.7
O=C1NC(=S)N(c2ccc(Cl)cc2)C(=O)/C1=C/c1ccc(-c2ccccc2C(=O)O)o1 | 95.3*
Cc1ccc(C)c(NC(=O)c2cncc(Br)c2)c1 | -15.6
O=C(N/N=C/c1cccs1)c1sc2cc(Cl)ccc2c1Cl | -2.8
Cc1ccccc1NC(=O)c1ccc(Br)o1 | -13.3
CCOc1ccc(C(=O)Nc2ccc(Cc3ccncc3)cc2)cc1Br | -1.3
O=C(Nc1ccc(Cl)cc1C(=O)c1ccccc1)c1ccncc1 | -4.7
COC(=O)c1c(NC(=O)c2cc([N+](=O)[O-])cc([N+](=O)[O-])c2)c(C#N)c(C)n1-c1ccccc1 | -2.7
COC(=O)C1=C(O)/C(=C/c2ccc(OCC(=O)NC(C)C)cc2)N=C1C | -9.8
C=CCOc1nc(-c2ccc(Br)cc2)nc2ccccc12 | -20.4
CCOc1ccccc1N1CCN(C(=O)C(F)(F)F)CC1 | 0.6
O=C1CCCC2=C1C(c1cccc(Br)c1)C1=C(CCCC1=O)O2 | -1.2
CCO/C=N/C1=C(C#N)C(c2ccccc2)C2=C(CC(C)(C)CC2=O)O1 (centres undefined) | -9.4
CC(=O)Nc1ccc(S(=O)(=O)NCCc2ccc(S(N)(=O)=O)cc2)cc1 | -10.9
Cc1n[nH]c(C)c1Sc1ccccc1N=Cc1cc([N+](=O)[O-])ccc1O | -8.0
CCc1cccc(C)c1NC(=O)c1ccc(C)c([N+](=O)[O-])c1 | -30.4
O=C(COc1ccccc1Cl)NCCc1nc2ccccc2[nH]1 | 0.1
COC(=O)c1cc(NC(=O)COc2ccccc2)cc(C(=O)OC)c1 | 2.6
CCOc1cc(/C=N/NC(=O)c2ccccn2)ccc1OC(=O)c1ccccc1 | -29.1
O=C(O)CN=Cc1c(O)[nH]c2ccccc12 | 4.1
COc1cc(OC)c(C2NC(=S)NC(C)=C2C(=O)Nc2cccc(Cl)c2)cc1OC (centres undefined) | 9.8
CC(NC(=O)c1ccccc1)c1ccc(Cl)cc1 (centres undefined) | -19.9
O=c1c2ccccc2nc(SCc2ccccc2)n1Cc1ccccc1 | -3.4
COc1ccc(/C=C(\NC(=O)c2ccccc2)C(=O)NN)c(OC)c1 | 12.8
COc1cc(C(=O)NCCC(C)C)c([N+](=O)[O-])cc1OC | -8.3
COc1cc(/C=N\Nc2nc3ccccc3[nH]2)cc(OC)c1OC | 9.9
O=C(CN1C2=NCCN2c2ccccc21)c1cccc([N+](=O)[O-])c1 | -9.1

Single entries from above:
DUSP3 inh with `O=C(COc1ccccc1Cl)NCCc1nc2ccccc2[nH]1` stands at 0.1
DUSP3 inh with `CCc1cccc(C)c1NC(=O)c1ccc(C)c([N+](=O)[O-])c1` stands at -30.4

In another format: results already given.
SMILES: O=c1c2ccccc2nc(SCc2ccccc2)n1Cc1ccccc1
  DUSP3 inh = -3.4

SMILES: COc1ccc(/C=C(\NC(=O)c2ccccc2)C(=O)NN)c(OC)c1
  DUSP3 inh = 12.8

SMILES: COc1cc(C(=O)NCCC(C)C)c([N+](=O)[O-])cc1OC
  DUSP3 inh = -8.3

Not all compounds are listed. The share of hits here may be higher or lower than overall.
